# Screening data deposited in PubChem by several laboratories.
# 14-3-3 Bad inh = disrupts binding of bovine 14-3-3 zeta to phospho-Bad peptide; P63103; TR-FRET 14-3-3zeta/Dy647-pBad peptide displacement, 1 h; inhibition, % at 21.7 µM; 0.71% of 220,000 active;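 active means inhibition above about 70%, limit read from the data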;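 further: 0% = full 14-3-3 plus peptide FRET controls and 100% = background without 14-3-3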
# Target sequence (P63103 whole entry, looked up): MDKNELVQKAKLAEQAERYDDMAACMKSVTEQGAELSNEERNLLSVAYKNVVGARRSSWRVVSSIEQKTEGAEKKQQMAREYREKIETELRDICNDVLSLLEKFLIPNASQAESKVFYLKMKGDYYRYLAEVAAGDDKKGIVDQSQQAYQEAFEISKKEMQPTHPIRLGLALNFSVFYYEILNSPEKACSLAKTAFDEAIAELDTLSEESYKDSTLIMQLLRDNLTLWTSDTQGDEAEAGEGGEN
# m-calpain inh = inhibitors of pig calpain II | AID 1236 | inhibition, % at 16 µM | purified calpain II, fluorogenic peptide substrate, 30 min | 0.37% of 220,000 active;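 active means inhibition above about 50%, limit read from the data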
# eIF4E-4G inh = inhibitors of eIF4E and eIF4G interaction in translation initiation; P63073+Q04637; TR-FRET eIF4E-eIF4GI(517-606) binding, 2 h; inhibition, % at 21.7 µM; 0.37% of 220,000 active; AID 782;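 active means inhibition above about 30%, limit read from the data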;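 further: 0% = full FRET control wells and 100% = background wells lacking eIF4GI fragment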
# EP2 modulator = modulates human prostaglandin E2 receptor EP2 signaling | 0.83% of 260,000 active | EP2-expressing cells, cAMP HTRF FRET, PGE2 co-stimulation | induction, % at 25 µM | P43116;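 active means compounds whose cAMP rise, as percent of the full-agonist control response, exceeds 60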;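 further: rat C6 glioma line stably carrying human EP2 under a CMV promoter; the protocol text gives 20 µM as final concentration; 100% = response of wells given 1 µM PGE2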
# Target sequence (P43116 whole entry, looked up): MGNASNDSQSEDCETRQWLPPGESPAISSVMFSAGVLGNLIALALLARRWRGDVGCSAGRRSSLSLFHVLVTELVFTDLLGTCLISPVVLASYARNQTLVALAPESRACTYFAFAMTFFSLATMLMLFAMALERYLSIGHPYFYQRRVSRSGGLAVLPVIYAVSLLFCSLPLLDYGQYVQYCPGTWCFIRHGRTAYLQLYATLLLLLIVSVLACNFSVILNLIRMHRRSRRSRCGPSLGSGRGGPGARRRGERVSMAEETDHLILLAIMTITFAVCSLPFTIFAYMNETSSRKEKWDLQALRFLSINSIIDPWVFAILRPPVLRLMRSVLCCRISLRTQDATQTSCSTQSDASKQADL
# L929 necroptosis = L929 zVAD cell death inhibition; L929 zVAD necroptosis rescue, ATP luminescence, 24 h; with zVAD 60 µM; viability rescue, % at 10 µM; 0.38% of 220,000 active;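 active means activation, scaled between plate controls, above about 75%, limit read from the data; inactive means activation under that limit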;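 further: 0% = zVAD with DMSO and 100% = DMSO alone without zVAD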
# Hck Nef HTS = human Hck-Nef kinase inhibition; Recombinant Hck-YEEI plus Nef, Z-Lyte FRET kinase assay; AID 463187; 0.68% of 220,000 active; inhibition, % at 20 µM;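 active means Hck-Nef kinase inhibition above about 50%, limit read from the data; inactive means inhibition below that limit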;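 further: 0% = DMSO with Hck plus Nef and 100% = Hck alone without Nef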
# PGE2 EP2 inh = EP2 receptor (human) inhibition; 0.52% of 260,000 active; C6 glioma cells expressing human EP2, cAMP TR-FRET; cells stimulated with saturating PGE2; P43116; inhibition, % at 25 µM;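 active means percent inhibition above 40 after rounding to a whole number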;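 further: rat C6 glioma host cells with rolipram phosphodiesterase inhibitor present; the protocol text gives 20 µM as final concentration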
# Rad51 HR inh = blocks human Rad51 in homologous recombination. Q06609. hRad51 DNA strand exchange, fluorescence dequenching. inhibition, % at 10 µM. 0.085% of 200,000 active. AID 1385;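 active means inhibition above 40% at the single screening dose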;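 further: 0% = DMSO control wells and 100% = blanks with heterologous ssDNA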
# Target sequence (Q06609 whole entry, looked up): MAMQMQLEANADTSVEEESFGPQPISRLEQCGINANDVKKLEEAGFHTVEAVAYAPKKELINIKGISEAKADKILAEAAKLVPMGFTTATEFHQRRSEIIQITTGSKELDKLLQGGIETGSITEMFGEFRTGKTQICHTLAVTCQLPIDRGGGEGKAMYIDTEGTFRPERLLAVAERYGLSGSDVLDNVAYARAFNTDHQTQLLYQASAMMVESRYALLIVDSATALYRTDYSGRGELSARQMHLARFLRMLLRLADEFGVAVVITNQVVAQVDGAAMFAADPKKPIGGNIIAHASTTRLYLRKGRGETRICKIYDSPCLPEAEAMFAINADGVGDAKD
#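 Material: hRad51 filaments on single-stranded DNA; Reagent: Donor/quencher-labelled 47-bp dsDNA substrate; Compound: 10 µM final, single point; Schedule: 37 °C 15-min filament assembly, 30-min compound preincubation, 15-min exchange; Technique: FRET fluorescence, excitation 485 nm, emission 520 nm; Benchmarks: control wells and blank wells on each plate.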
# Tb hexokinase = blocks Trypanosoma brucei hexokinase 1 activity; recombinant TbHK1, G6PDH-coupled NADH A340; 0.11% of 220,000 active; AID 1430; inhibition, % at 10 µM;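 active means inhibition of 50% or more in the single-dose primary screen; inactive means inhibition below 50%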
# An asterisk follows results filed as active; . = no result given; & = joins results of further samples; [ ] = another dose, or the depositor's remark. The list is partial; count on the stated rates, not on these rows.
SMILES,14-3-3 Bad inh,m-calpain inh,eIF4E-4G inh,EP2 modulator,L929 necroptosis,Hck Nef HTS,PGE2 EP2 inh,Rad51 HR inh,Tb hexokinase
COC(C[C@@H](O)CC(=O)[C@@H](C)OCc1ccccc1)OC,-7,16,-2,2,-0.3,4,9,5,-1
CCNC(=O)C1CC(=O)N(Cc2ccc(F)cc2)C(=Nc2ccc(OC)cc2)S1 (stereo not drawn),5,12,-1,-1,-0.1,0,5,9,4
COc1ccc(-c2nnc(SCc3nnc(-c4ccccc4)o3)n2C)cc1OC,-2,20,-9,10&-29,0.1,-2,8&5,-6,6
O=C1CSc2ccccc2N1Cc1ccc(F)cc1,-1,31,-3,38,0.1,3,9,5,8
CCCN(CCC)C(=O)COc1cc(=O)n(CC)c2ccccc12,-5,7,3,-7,-0.4,23,2,-1,-2
c1ccc(CCn2nnnc2C(c2cccnc2)N2CCOCC2)cc1 (stereo not drawn),-9,6,-2,13,-0.7,22,1,7,0
NC(=O)c1cccnc1OCC(F)(F)F,-3,-11,-1,9,0.7,7,14,-6,-7
COC(=O)CC1(C(=O)OC)Oc2ccc(Br)cc2C(=O)N1c1cc(Cl)cc(Cl)c1 (stereo not drawn),1,6,1,19,0.3,11,16,-10,-10
CSc1cc(-c2ccc(Cl)cc2)c(C(=O)NC(C)C)s1,-12,4,-8,6,-0.5,1,15,9,0
COc1cc(-c2nc3ccccn3c2/N=C/c2cccc(F)c2)ccc1O,-19,-250,-7,28,1.9,21,9,17,-10

# Ordered by number of heavy atoms (ascending): part of the list above.
SMILES,14-3-3 Bad inh,m-calpain inh,eIF4E-4G inh,EP2 modulator,L929 necroptosis,Hck Nef HTS,PGE2 EP2 inh,Rad51 HR inh,Tb hexokinase
CSc1cc(-c2ccc(Cl)cc2)c(C(=O)NC(C)C)s1,-12,4,-8,6,-0.5,1,15,9,0
COC(C[C@@H](O)CC(=O)[C@@H](C)OCc1ccccc1)OC,-7,16,-2,2,-0.3,4,9,5,-1
CCCN(CCC)C(=O)COc1cc(=O)n(CC)c2ccccc12,-5,7,3,-7,-0.4,23,2,-1,-2
c1ccc(CCn2nnnc2C(c2cccnc2)N2CCOCC2)cc1 (stereo not drawn),-9,6,-2,13,-0.7,22,1,7,0
COc1cc(-c2nc3ccccn3c2/N=C/c2cccc(F)c2)ccc1O,-19,-250,-7,28,1.9,21,9,17,-10
CCNC(=O)C1CC(=O)N(Cc2ccc(F)cc2)C(=Nc2ccc(OC)cc2)S1 (stereo not drawn),5,12,-1,-1,-0.1,0,5,9,4

# Continued:
SMILES,14-3-3 Bad inh,m-calpain inh,eIF4E-4G inh,EP2 modulator,L929 necroptosis,Hck Nef HTS,PGE2 EP2 inh,Rad51 HR inh,Tb hexokinase
Cc1cc(=O)oc(C)c1C(=O)NCc1ccc(F)cc1,-13,23,3,5,-0.3,-1,5,1,-41
COC(=O)CSc1nnc(CNC(=O)c2ccc(OC)c(OC)c2)n1C,-12,17,2,15,-1.8,-15,4,.,4
O=C(c1ccccc1F)N(Cc1ccccc1)C1CCS(=O)(=O)C1 (stereo not drawn),0,-10,-4,19,0.1,-2,20,8,0
CCC(C)(C)NC(=O)Cn1c(-c2ccc(C)cc2)noc1=O,5,-8,-2,-15,-0.5,24,6,-2,-6
CCOc1cc2c(cc1C=O)OC(C)C2 (stereo not drawn),8,6,6,-20,0.7,23,6,.,-8
Cc1cc(OCc2cc3c(cc2Cl)OCO3)c2c(C)cc(=O)oc2c1,34,5,11,23,1.1,2,4,-4,-6
Cc1sc2ncnc(SCC(=O)NC(C)(C)C)c2c1C,2,-26,0,-38,0.8,20,12,-17,-6
COCCNC(=S)N1CCN(C/C=C/c2ccccc2)CC1,-1,-3,0,-12,0.6,11,1,.,-13
Cc1cccc(Cn2c(C(=O)OC(C)C)cc3c2ccn3C)c1,-1,15,-1,45,-0.7,-21,6,-3,1
CSc1ncccc1C(=O)OCC(=O)NC(=O)NCCC(C)C,-1[fluorescence artefact?],29,5,26,-1.5,-6,3,-4,-6
COc1ccc(-c2cc(C(=O)Nc3ccccc3SC)no2)cc1,-7,-1,3,0,1.1,1,7,-2,-16
CCNC(=O)NC(=O)C(C)OC(=O)CCCSc1nc2ccccc2s1 (stereo not drawn),-10,-5,1,2,1.0,2,8,0,29
CCN(CC)S(=O)(=O)c1ccc2c(c1)nc(CCC(=O)Nc1ccc(N3CCOCC3)cc1)n2C,1,-118,1,2,-0.6,18,6,-13,-1
Cc1cccc(Cn2cnc3c(N)c(C)c(C)cc32)c1,-25,-32,9,-2,3.1,27,0,29,-1
O=[N+]([O-])c1cc(-c2nnc(Nc3ccccc3)c3ccccc23)ccc1N1CCOCC1,1,4,-2[fluorescence artefact?],-17,98*,0,3,7,-12
COc1cccc(-c2cc3c(-n4cccc4)ncnc3o2)c1,4,-12,4,-30,-0.3,2,19,0,-1
CCCc1[nH]n(-c2ccc(F)cc2)c(=O)c1C=Nc1cccc(F)c1,0,3,-2,1,1.0,3,6,0,-14
O=C(Cn1cc(C(=O)c2ccco2)c2ccccc21)NC1CCCCC1,-5,8,1,-29&-23,6.5,4,13&10,7,-19
CCOc1cc2[nH]c(=O)n(CCCC(=O)NCc3ccc(OC)cc3)c(=O)c2cc1OCC,9,-2,-3[fluorescence artefact?],16,1.1,1,5,2,-1
CC(O)[C@@H](C(=O)N1CCNCC1)n1cc(CCCCN)nn1 (stereo partly drawn),8,9,1,-2,-0.1,13,5,2,7
CC(=O)/C(=N/Nc1ccc(C)cc1)Sc1nnc(CCc2ccccc2)n1-c1ccccc1,0,-14,2,22,2.5,2,8,7,-7
COc1cccc(NC(=O)C(OC(=O)/C=C/c2ccc3c(c2)OCO3)c2ccccc2)c1 (stereo not drawn),-4[fluorescence artefact?],-215,-27[fluorescence artefact?],-3,0.2,-4,3,-4,-18
C(=N\Nc1ccccn1)/c1c[nH]c2ccccc12,-3,20,-3,-29,92*,51*,4,.,-47
Cn1c(S(=O)(=O)O)nc2ccccc21,9,12,3,-16,0.7,8,4,2,3
COc1ccc(C(=O)N2CCCC(c3ccccc3)=N2)cc1,-10,-23,-4,23,0.9,23,6,-1,5
O=C(CN(C(=O)CNS(=O)(=O)c1ccccc1)c1ccc2c(c1)OCCO2)NCc1ccco1,-7[fluorescence artefact?],-29,-3,10,0.1,0,14,.,-17
O=C(CSc1nc2ccccc2s1)NCCOc1ccc(Cl)cc1,-8,-2,-1,-24,0.2,0,2,-4,-8
O=C(Nc1cccc(C(F)(F)F)c1)c1cc(-c2ccc(F)cc2)on1,11,-35,-8,20,-0.2,-1,9,-7,-17
COc1ccc(OCC(O)Cn2c(=N)n(Cc3ccccc3)c3ccccc32)cc1 (stereo not drawn),-11,21,-1,-18,4.4,0,7,9,0
c1ccc(-c2noc(-c3cccs3)n2)nc1,6[fluorescence artefact?],-8,-8,-10,0.4,2,8,-2,-1
COc1ccc(S(=O)(=O)N2CCCC(C(=O)NCc3ccccn3)C2)cc1 (stereo not drawn),2,15,-7,0,0.2,9,7,-6,-1
Cc1cnc(C(=O)OCC(=O)NC(C)CCc2ccccc2)cn1 (stereo not drawn),-1,-20,1,21,0.5,13,6,0,4
CC1CN(C(NC(=O)C(C)(C)C)C(Cl)(Cl)Cl)CC(C)O1 (stereo not drawn),1,3,5,-2,0.3,0,11,11,1
Cc1ccc(N2C(=O)c3ccc(C(=O)N4CCOCC4)cc3C2=O)cc1C,-3,-13,1[fluorescence artefact?],17,-0.1,3,8,-10,-4
O=C(Nc1cc(S(=O)(=O)N2CCOCC2)ccc1O)c1ccc(NS(=O)(=O)c2ccc(Cl)s2)cc1,-5,11,9[fluorescence artefact?],24,0.0,7,2,0,-6
CC(=O)C1=C(C)N(Cc2ccco2)C(=O)C1(NC(=O)C1CCCCC1)C(F)(F)F (stereo not drawn),-11[fluorescence artefact?],-18,-11,18,0.2,0,2,-6,-12
CCN(CC)CCCNC(=O)C(C)Sc1nc(-c2ccccc2)cc(C(F)(F)F)n1 (stereo not drawn),8,-14,9,24,-1.3,26,4,-11,-14
CCN(Cc1ccccc1)C(c1cccs1)c1nnnn1C1CCCCC1 (stereo not drawn),2,40,-2,31&52,-0.2,8,10&7,5,19
CC(C)NS(=O)(=O)c1ccc(OCC(=O)Nc2ccc(F)cc2)cc1,-4,29,3,9,1.0,-5,4,.,-7
CC(C)(C)C1CCC(OC(=O)CN2CCCCC2)CC1 (stereo not drawn),0,10,-1,-32,1.1,17,2,6,-9
COC(=O)c1c(NC(=O)CN2CCCC(C)C2)c2c(C)cccc2n1C (stereo not drawn),-13[fluorescence artefact?],15,-9,3,0.1,-1,10,11,-8
CC1=CC(C)(C)N(C)C(=O)N1c1ccc(Cl)cc1,-1,-10,4,10,-0.1,-1,6,6,-2
Cc1cc([N+](=O)[O-])cnc1NC(C)c1ccccc1 (stereo not drawn),-5,13,-2,-1,-0.1,-1,10,1,-18
COC(=O)c1[nH]c2cc(OC)c(OC)cc2c1NC(=O)Oc1ccccc1,0,-78,4[fluorescence artefact?],-21,0.5,0,7,3,-30
CC1(c2nnc(Cc3ccccc3)o2)CC(c2ccc([N+](=O)[O-])cc2)=NO1 (stereo not drawn),14,20,10,-32,-0.5,8,9,-2,-11
Cc1cc(Cl)ccc1OCC(=O)OC(C)C(=O)N(C)C (stereo not drawn),0,-8,4,16,1.9,1,.,.,3
O=C(COc1ccc(Br)cc1)c1ccc2c(c1)CCCC2,9,0,-5,-43,0.3,1,-2,1,7
O=C(Nc1ccccc1)N1CCN(c2ccc(F)cc2)CC1,-8[fluorescence artefact?],0,2,-2,0.7,3,7,7,11
Cc1cccc(NC(=O)c2cc(N3CCOCC3)nc3ccccc23)c1,9,-136,13,5,7.1,4,4,-6,-8
CN1CCc2nc3sc(C(=O)C45CC6CC(CC(C6)C4)C5)c(N)c3cc2C1,81*[fluorescence artefact?],4,-142[fluorescence artefact?],5,48,-2,.,.,-4
# Later entries
SMILES,14-3-3 Bad inh,m-calpain inh,eIF4E-4G inh,EP2 modulator,L929 necroptosis,Hck Nef HTS,PGE2 EP2 inh,Rad51 HR inh,Tb hexokinase
CS(=O)(=O)N(CC(=O)NCc1ccccn1)Cc1ccc(Cl)cc1,14[fluorescence artefact?],2,-3,-11,0.3,0,10,1,0
COC(=O)c1ccc(NC(=O)C(=O)NCC2CCCO2)cc1 (stereo not drawn),-7,-9,1,-8,0.0,1,7,3,0
Cc1ccc([N+](=O)[O-])cc1-c1ccc(/C=N\n2nnnc2N)o1,8[fluorescence artefact?],-7,-8,10,0.5,-6,6,-3,12
Cc1nn(Cc2ccccc2)c2c1C(c1cccc(Cl)c1)C(C#N)=C(N)O2 (stereo not drawn),-6,-8,-4,25,-0.3,3,8,-9,-2
NS(=O)(=O)c1ccc(NC(=O)COC(=O)c2cnc(Cl)c(Cl)c2)cc1,-1,12,2,-11,1.2,-8,5,8,-13
Cn1nc(C(F)(F)F)cc1C(=O)NC1CCCCCC1,5,-33,9[fluorescence artefact?],-1,-0.3,1,6,-10,0
O=C(COC(=O)c1ccc(O)cc1)Nc1ccc(Cl)cc1,7,16,2,-24,78*,-21,16,-5,8
CCCn1nc(C(=O)OCC(=O)Nc2cccc(OC)c2)c2ccccc2c1=O,-4,-23,-2,-2,0.6,-11,5,16,-5
O=C(CC1Nc2ccccc2NC1=O)Nc1ccccc1NC(=O)CC1Nc2ccccc2NC1=O (stereo not drawn),-17,-29,-3,2,2.0,-3,5,-1,-4
